High-throughput results from PubChem BioAssay.
Pf apPOL inh: Pf-apPOL DNA polymerase inhibition. Recombinant Pf-apPOL, molecular beacon fluorescence, 1.5 h. inhibition, % at 10 µM. hit rate 0.25% among 210,000. AID 1794808
mHTT-CaM PPI inh: inhibitors of human mutant huntingtin-calmodulin interaction. hit rate 3.6% among 190,000. P42858. AlphaScreen His-mHTT/GST-CaM binding, luminescence. inhibition, % at 15 µM;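 further: 0% = both proteins with DMSO and 100% = one protein alone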
* marks the source's active call; other numbers are inactive results; i = inactive; . = not tested or not shown; & = joins results of further samples. No stated cut-off is given here; in the data, active means inhibition above about 50%; inactive means the rest.

Preview (13 entries):
| molecule | Pf apPOL inh | mHTT-CaM PPI inh |
| --- | --- | --- |
| COc1ccc(C2=N/C(=C\c3ccc(Br)cc3)C(=O)O2)cc1OC | 2 | 2 |
| O=C(Cc1ccc([N+](=O)[O-])cc1)Nc1ccc(F)c(Cl)c1 | 9 | -1 |
| O=C(CSc1nc2ccsc2c(=O)n1Cc1ccccn1)c1ccc(Cl)cc1 | -4 | 17 |
| CCOc1ccc(CN2CCc3nc(Nc4ccc5c(c4)OCCO5)ncc3C2)cc1 | -2 | -6 |
| COc1ccc(CN2CCCC2c2cc(C(C)C)on2)c(O)c1 (configuration not stated) | -3 | -5 |
| OCc1nc2ccc(-c3ccc4nc(CO)[nH]c4c3)cc2[nH]1 | 1 | 1&3 |
| CC1=C(C(=O)Nc2ccccn2)C(c2cc([N+](=O)[O-])ccc2Cl)C2=C(CCCC2=O)N1 (configuration not stated) | -4 | 5 |
| O=C(CCc1csc(NC(=O)c2cccs2)n1)Nc1nc(-c2cccnc2)cs1 | 3 | -1 |
| NC(=O)c1oc2ccccc2c1NC(=O)/C=C/c1cccs1 | -1 | 5 |
| Cc1nnc(SCCn2c(N3CCCC3)nc3c2c(=O)[nH]c(=O)n3C)s1 | -5 | -2 |
| O=C(NCCN1CCN(C(=O)c2ccccc2Br)CC1)C(=O)Nc1ccc(F)cc1 | -4 | 11 |
| Fc1ccc(Br)cc1C1C=C(c2ccc(Br)s2)Nc2ncnn21 (configuration not stated) | -6 | 32 |
| COc1ccc(CCNC(=O)c2ccc(N3CCC4(CC3)OCCO4)c([N+](=O)[O-])c2)cc1OC | -7 | 31 |

Results, repeating the preview:
| molecule | Pf apPOL inh | mHTT-CaM PPI inh |
| --- | --- | --- |
| COc1ccc(C2=N/C(=C\c3ccc(Br)cc3)C(=O)O2)cc1OC | 2 | 2 |
| O=C(Cc1ccc([N+](=O)[O-])cc1)Nc1ccc(F)c(Cl)c1 | 9 | -1 |
| O=C(CSc1nc2ccsc2c(=O)n1Cc1ccccn1)c1ccc(Cl)cc1 | -4 | 17 |
| CCOc1ccc(CN2CCc3nc(Nc4ccc5c(c4)OCCO5)ncc3C2)cc1 | -2 | -6 |
| COc1ccc(CN2CCCC2c2cc(C(C)C)on2)c(O)c1 (configuration not stated) | -3 | -5 |
| OCc1nc2ccc(-c3ccc4nc(CO)[nH]c4c3)cc2[nH]1 | 1 | 1&3 |
| CC1=C(C(=O)Nc2ccccn2)C(c2cc([N+](=O)[O-])ccc2Cl)C2=C(CCCC2=O)N1 (configuration not stated) | -4 | 5 |
| O=C(CCc1csc(NC(=O)c2cccs2)n1)Nc1nc(-c2cccnc2)cs1 | 3 | -1 |
| NC(=O)c1oc2ccccc2c1NC(=O)/C=C/c1cccs1 | -1 | 5 |
| Cc1nnc(SCCn2c(N3CCCC3)nc3c2c(=O)[nH]c(=O)n3C)s1 | -5 | -2 |
| O=C(NCCN1CCN(C(=O)c2ccccc2Br)CC1)C(=O)Nc1ccc(F)cc1 | -4 | 11 |
| Fc1ccc(Br)cc1C1C=C(c2ccc(Br)s2)Nc2ncnn21 (configuration not stated) | -6 | 32 |
| COc1ccc(CCNC(=O)c2ccc(N3CCC4(CC3)OCCO4)c([N+](=O)[O-])c2)cc1OC | -7 | 31 |
| CC1=C(C(=O)Nc2cc(C)ccn2)C(c2ccc3c(c2)OCO3)C2=C(CC(C)(C)CC2=O)N1 (configuration not stated) | -10 | -4 |
| CC(=O)Nc1ccc2c(c1)C(N1CCC(C)CC1)=Nc1ccccc1O2 | -2 | 22 |
| Cc1cc(Oc2ccc(C(F)(F)F)cc2-n2cccc2)cc(C)c1Cl | 8 | . |
| Cc1ccc(NC(=O)c2c(-c3ccccc3)noc2C)cc1Cl | -5 | -8 |
| CCc1noc(-c2cccnc2N2CCCN(C(=O)c3cc(C)cc(C)c3)CC2)n1 | -8 | -1 |
| Cn1cc(CC(=O)N2CCC(C(=O)NCC(F)(F)F)CC2)c2ccccc21 | -8 | -6 |
| Cc1ccc(C(O)=C2C(=O)C(=O)N(CCCn3ccnc3)C2c2ccncc2)cc1 (configuration not stated) | 6 | 1 |
| O=C(O)CC(c1ccccc1)N1C(=O)c2cccc([N+](=O)[O-])c2C1=O (configuration not stated) | 8 | 0 |
| O=C(NCCc1ccc(Cl)cc1)C1CC(=O)N(C2CCCC2)C1 (configuration not stated) | -6 | -8 |
| COCC(=O)Nc1ccc(S(=O)(=O)Nc2nccs2)cc1 | -17 | 1 |
| COc1ccccc1CCc1nc(-c2ccc(=O)[nH]c2)no1 | 2 | -1 |
| Cc1c(Cl)cccc1-n1ccn2cc(-c3ccc4c(c3)OCO4)nc2c1=O | 0 | -7 |
| CCN1CCN(CC(O)COc2ccc(C(C)=O)cc2)CC1 (configuration not stated) | 0 | 11 |
| O=C(Nc1ccc(-c2nc3ncccc3o2)cc1)c1ccccc1I | 5 | -5 |
| COCC(=O)N(C)C1(c2nnnn2-c2ccccc2)CCCCC1 | -1 | 5 |
| COc1cc(/C=C2\NC(=O)NC2=O)ccc1OC(C)C | -2 | -2 |
| CC(=O)NCc1ccc(S(=O)(=O)N(C)C)cc1 | -9 | 2 |
| CCC1CN(C(=O)Nc2ccccc2C(F)(F)F)c2ccccc2O1 (configuration not stated) | -1 | -8 |
| COc1ccc(NC(=O)CC2CCC2)c(OC)c1 | 7 | 1 |
| O=C(CC1C(=O)NCCN1C(=O)Nc1ccc(OCc2ccccc2)cc1)Nc1ccc(F)cc1 (configuration not stated) | 0 | . |
| O=C(CN(Cc1ccccc1Cl)S(=O)(=O)c1ccc(Cl)cc1)N1CCCC1 | -5 | -2 |
| CCN1C(=O)C(CC(=O)NCc2ccc(C)o2)Sc2ncccc21 (configuration not stated) | -3 | 17 |
| Cn1c(=O)c2c(nc(Oc3cccc(/C=C(\C#N)c4nc5ccccc5[nH]4)c3)n2C)n(C)c1=O | -2 | -4 |
| COc1ccc(C2C=C(c3ccc(F)cc3)N=C(N)S2)cc1 (configuration not stated) | . | 36 |
| COc1cccc(COc2cn(C)c(C(=O)O)cc2=O)c1 | 0 | -2 |
| COc1ccc(OC)c(NC(=O)c2cnn3c(C(F)(F)F)cc(-c4ccco4)nc23)c1 | -2 | 7 |
| CC(C)NC(=O)CN1C(=O)CC(c2cccc(Cl)c2)=Nc2cccnc21 | 1 | 5 |
| Cc1ccc(-c2nn(CN3CCC(c4ccccc4)C3)c(=S)n2-c2ccccc2)cc1 (configuration not stated) | . | 3 |
| Cc1cccnc1NC(=O)C(C)N1C(=O)c2ccccc2C1=O (configuration not stated) | 1 | 0 |
| O=C(Nc1ccccn1)C12CC3CC(CC(Cl)(C3)C1)C2 | 5 | -2 |
| COc1ccc(-n2cc(C(=O)N3CCCCCC3)nn2)cc1 | -4 | -4 |
| O=C(NC1CC2CC1N(S(=O)(=O)c1cc(F)cc(F)c1)C2)c1cccnc1 (configuration not stated) | 0 | 11 |
| Cc1cnc2c(nc1=O)NON2 | . | -1 |
| Cc1cccc2c3c([nH]c12)C(=O)CC(C)(C)S3 | -2 | -4 |
| Cc1cccc(NC(=O)N2CCCC2c2cccc(F)c2)c1 (configuration not stated) | -3 | -10 |
| Cc1ccnc(N2CCC(C(=O)NCCCN(C)C3CCCCC3)CC2)n1 | 2 | -5 |
| COc1ccc(S(=O)(=O)N(CC(=O)Nc2ccc3c(c2)OCO3)c2ccccc2)cc1 | -5 | 28 |
| CC(C)c1cc(Br)c(NC(=O)Nc2ccc(C#N)cc2)c(Br)c1 | 2 | . |
| CCCN1CCN(C(=O)C2CCCN(c3nnc4ccc(C(F)(F)F)cn34)C2)CC1 (configuration not stated) | -3 | 12 |
| O=C(NCCOc1cccc(C(F)(F)F)c1)c1ccc([N+](=O)[O-])cc1 | -6 | -10 |
| CCOC(=O)N1CCC(NC(=O)c2coc(NC(=O)C3CC3)n2)CC1 | 1 | -7 |
| CCCc1cc(C2CCCN2C(=O)Nc2ccc(OCC)cc2)no1 (configuration not stated) | 2 | -3 |
| O=C1CCN(S(=O)(=O)c2ccccc2)CCN1CCOCc1ccc(F)cc1 | -6 | 3 |
| O=C(CC1CCCCC1)Nc1c2c(nn1-c1ccc([N+](=O)[O-])cc1)CS(=O)(=O)C2 | -4 | 4 |
| Cc1ccc(CN2CCCC(c3n[nH]c(C4CC4)n3)C2)o1 (configuration not stated) | -2 | 12 |
| COc1ccc(CC2CCN(S(=O)(=O)c3cc(C)ccc3C)CC2)cc1 | -4 | -54 |
| CN1/C(=C\C(=O)c2ccc([N+](=O)[O-])cc2)C(C)(C)c2ccccc21 | 4 | 9 |

(next part)
| molecule | Pf apPOL inh | mHTT-CaM PPI inh |
| --- | --- | --- |
| O=c1ccc(-c2noc(Cc3ccccc3Cl)n2)c[nH]1 | 0 | 1 |
| O=C(Nc1ccc(Cl)cc1)N1CCCC(c2nnc(Cc3ccc(F)cc3)o2)C1 (configuration not stated) | -10 | -9 |
| Cc1c(Cl)c([N+](=O)[O-])nn1CCCC(=O)Nc1ccc(F)c(Cl)c1 | 4 | 7 |
| COc1cc(-n2c(CCc3nc(-c4ccc(Cl)cc4)no3)n[nH]c2=S)c(OC)cc1Cl | 1 | . |
| O=S(=O)(NCC1CC1)c1ccc(F)cc1F | -9 | . |
| NC1=NC(=O)C2(COC(c3ccncc3)OC2)S1 (configuration not stated) | -5 | -3 |
| Cc1cc(NC(=O)NC(C)(C)C)no1 | . | -6 |
| Cc1nnc(SCC(=O)Nc2nccs2)s1 | . | -3 |
| COc1ccc(-c2nc(C3CC(=O)N(Cc4ccccc4)C3)no2)cc1 (configuration not stated) | -12 | -1 |
| COc1ccc(C=NCCC2(c3ccc(OC)cc3)CCOC(C)(C)C2)cc1 (configuration not stated) | -1 | 7 |
| CN(Cc1ccco1)C(=O)c1c[nH]c2ccc(S(=O)(=O)Nc3ccccc3F)cc2c1=O | -28 | 1 |
| CCNc1ccc(N)c(C)c1C | i | -5 |
| COc1ccccc1C(=O)Nc1ccc(-c2ccn[nH]2)cc1 | -8 | -7 |
| COc1ccc(NC(NC(=O)c2cc([N+](=O)[O-])cc([N+](=O)[O-])c2)C(Cl)(Cl)Cl)cc1 (configuration not stated) | -6 | 69* |
| CN1C(=O)Cc2cc(C(=O)NCc3cccc(Br)c3)ccc21 | 1 | 7 |
| Cc1ccc(C)c(NC(=O)Cn2c(C(C)C)nc3c(c2=O)CN(Cc2ccccc2)CC3)c1 | -4 | 14 |
| CC1CCCN(C2CCN(C(=O)COc3ccc(Cl)cc3)CC2)C1 (configuration not stated) | -3 | -2 |
| Cc1cc(C)n(-c2cc(N3CCN(C(=O)C(C)(C)C)CC3)ncn2)n1 | -5 | -8 |
| CC(=O)NC1C(Oc2ccccc2)OC2COC(c3ccccc3)OC2C1O (configuration not stated) | -3 | 8 |
| Cc1ccc(C)c(CN2C(=O)NC3(CCN(C(=O)c4ccncc4)CC3)C2=O)c1 | -4 | 6 |
| COCCn1c(C2CCN(C(=O)Nc3ccc(Br)cc3)C2)nc2cccnc21 (configuration not stated) | -12 | -3 |
| O=C(Cc1cc(-c2ccc(Cl)cc2)on1)NCc1ccco1 | -12 | -6 |
| CC(C)(C)c1[nH]nc2c1C(c1c(F)cccc1Cl)C(C#N)=C(N)O2 (configuration not stated) | -2 | 25 |
| CC(Sc1nnnn1-c1ccccc1)C(=O)Nc1ccc(N2CCN(C)CC2)cc1 (configuration not stated) | -11 | -9 |
| CN1C(=O)CCc2cc(NC(=O)c3cccc(C(F)(F)F)c3)ccc21 | -2 | 4 |
| O=C1[C@H](Cc2ccccc2)NC/C=C\C[C@@H](c2ccc(Cl)cc2)N1Cc1ccc(Cl)cc1 | 1 | 99* |
| CSc1cccc(OC(F)(F)F)c1NC(=O)C(C)(C)C | -3 | . |
| CC1=CC(=O)C(C(C)C)=C/C1=N\OC(=O)c1cccc([N+](=O)[O-])c1 | -4 | i |
| Cc1ccccc1C(=O)N1CCN(c2ccccc2Cl)C(=O)C1C (configuration not stated) | -2 | 4 |
| Cc1cc(C)n2nc(SCC(=O)NC3CCCC(C)C3C)nc2n1 (configuration not stated) | -12 | 2 |
| COc1cccc(/C=C/c2nc3ccccc3c(=O)n2-c2cccc([N+](=O)[O-])c2)c1O | 8 | 19 |
| O=C1OC(/C=C/c2cccc(Cl)c2Cl)=NC/1=C\c1ccc([N+](=O)[O-])cc1 | 0 | 9 |
| O=C(COC(=O)c1ccccc1Nc1ccccc1F)c1ccccc1 | 2 | . |
| Cc1ccc(C(=O)Nc2ccc(C(=O)Nc3cccc(C(F)(F)F)c3)cc2)cc1[N+](=O)[O-] | -5 | 1 |
| Cc1nn(C)c2c(N3CCCC(C(=O)NCc4ccc(F)cc4F)C3)nccc12 (configuration not stated) | -5 | -4 |
| Cc1noc(C)c1C(=O)Nc1nc2ccc(Cl)cc2s1 | -8 | . |
| CC(C)(C)n1nc2c(c1NC(=O)C1CCCCC1)CS(=O)(=O)C2 | 1 | 2 |
| COc1cc(CN2CCCCCC2)cc(I)c1O | -1 | -6 |
| Cc1ccc(C(=O)N2CCc3nc(CNC(=O)C4CCC4)n(C)c3C2)cc1 | -1 | 7 |
| Cc1ccc(S(=O)(=O)NCCC(=O)N2CCC3(CC2)OCCO3)cc1 | -6 | -2 |
| CC(=O)Nc1ccc(CN2CCN(c3ccccc3)CC2)cc1 | -2 | -5 |
| O=C(CSc1nnc(-c2ccco2)c(-c2ccco2)n1)Nc1ccccc1[N+](=O)[O-] | -3 | 74* |
| O=C(Nc1nnc(C2CC2)s1)c1csc2ccccc12 | -2 | 4 |
| COc1cc(Nc2ncnc(N)c2[N+](=O)[O-])cc(OC)c1OC | 0 | 3 |
| CC(C)Cn1c(-c2cccc(C(=O)N3CCN(C)CC3)c2)nc2cccnc21 | -10 | 3 |
| Cc1c(N=Cc2ccc(-c3cccc([N+](=O)[O-])c3)o2)c(=O)n(-c2ccccc2)n1C | 0 | 1 |
| COc1ccc(NC(=O)Cc2cccs2)cc1OC | 5 | -1 |

Part of the list above in order of count of non-hydrogen atoms, ascending:
| molecule | Pf apPOL inh | mHTT-CaM PPI inh |
| --- | --- | --- |
| COc1cc(Nc2ncnc(N)c2[N+](=O)[O-])cc(OC)c1OC | 0 | 3 |
| CC(C)Cn1c(-c2cccc(C(=O)N3CCN(C)CC3)c2)nc2cccnc21 | -10 | 3 |
| O=C(CSc1nnc(-c2ccco2)c(-c2ccco2)n1)Nc1ccccc1[N+](=O)[O-] | -3 | 74* |
